SDO1 yeast rescue: sdo1-depleted yeast growth rescue | S. cerevisiae sdo1-depleted JHY4D growth rescue, OD600 30 h; stronger effect = higher value; pdr5 snq2 efflux-pump mutant strain | z-score at 10 µM | 140,000 tested, 0.21% active;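 active means z-score above 3 at both the 24 hr and the 30 hr optical density reads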;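 further: z-score against mean and SD of all compound wells on the same plate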
Insulin prom inh: TRM-6 insulin promoter activity inhibition; 130,000 tested, 0.9% active; AID 1273; TRM-6 cells (human fetal islet line), insulin promoter-eGFP reporter, imaging; reporter expression induced with tamoxifen; inhibition, % at 2 µM;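 active means inhibition above the mean plus 3 SD, with well images judged a real hit on visual review, cut at about 60% in these data, passing the limit was not always enough; inconclusive means inhibition over the cutoff but images rejected on review; inactive means inhibition not above the cutoff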
SDO1 yeast rescue Rescue 24 h: recorded beside SDO1 yeast rescue, whose call it bears; z-score; S. cerevisiae sdo1-depleted JHY4D growth rescue, OD600; measured here: growth rescue at 24 h;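 0 is the plate mean of compound wells and units are plate SD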
Numbers without * were called inactive; ? = inconclusive; . = not tested or not shown; & = joins results of further samples; [ ] = dose if it differs, or a comment.

SDO1 yeast rescue,SDO1 yeast rescue Rescue 24 h,Insulin prom inh,Structure
-0.01,0.09,.,CN1CSC2=C(C#N)C(c3cccc(OCc4ccccc4)c3)CC(=O)N2C1 (stereo unspecified)
-0.33,-0.42,.,CCCCC(=O)NCc1ccc2c(c1)cc(C)n2C
0.48,-0.04,0,Cc1ccc(S(=O)(=O)Nn2c(C)ccc2C)cc1
0.17[15.9 µM],-0.24,-11,Cc1csc(SCc2c(C(=O)O)oc3ccccc23)n1
-2,-1.8,.,O=[N+]([O-])c1cc([N+](=O)[O-])c(N2CCOCC2)cc1NCc1ccccc1
-0.75,-0.41,-41,O=C(NCCc1cccs1)C12CN(Cc3ccccc3)CC1C(c1cccc([N+](=O)[O-])c1)=NO2 (stereo unspecified)
0.79,0.02,-7,Cc1ccccc1CNCc1cccnc1
0.82,0.42,.,CC(=O)N1CCN=C1SCc1ccc(Br)cc1
.,.,24,O=C(Cn1cnc2cc([N+](=O)[O-])ccc2c1=O)Nc1ccc2c(c1)OCO2
0.24,0.21,-3,OCC1(C2=NOC(O)(C(F)(F)F)C2)CCCCC1 (stereo unspecified)
-0.21,-0.67,.,CCOc1ccc(NC(=O)C2CCC(C)(C(=O)O)C2(C)C)cc1 (stereo unspecified)
.,.,-13,O=C(NCC1CCCO1)c1csc(Nc2cccc3ccccc23)n1 (stereo unspecified)
0.56,0.24,34,O=C(O)Cc1cc2c(s1)CCCCC2
.,.,0,COc1ccccc1NC(=O)Cc1nnc(SCC(=O)Nc2ccccc2F)n1C
0.34,-0.35,-29,O=C(Cn1cnc2c(nnn2-c2ccccc2)c1=O)N1CCCc2ccccc21
0.12,1.1,4,O=C(C/C=N/OCc1ccccc1F)c1cnc(-c2ccc(Cl)cc2)s1
1.2,1.3,.,O=C(CSc1nnc(-c2ccccc2O)n1Cc1ccccc1)NNC(=O)c1ccccc1O
1.2,0.74,.,COCCCNC(=O)C1CCN(c2ncccn2)CC1
0.59,0.73,68,Clc1ccc2nc3ccccn3c2c1
0.84,-0.06,16,COc1ccc(NC(=O)C2CCN(C(=O)c3cccs3)CC2)c(OC)c1
-1.1,3.1,-24,COC(=O)c1cccc(COC(=O)c2ccccc2NC(=O)c2ccco2)c1
-0.35,-0.49,-27,CCOc1ccccc1NC(=O)c1cc(CC(C)C)oc1C
0.04,0.17,.,CCC(Sc1ncnc2c1c(-c1ccccc1)cn2-c1ccc(OC)cc1)C(=O)OC (stereo unspecified)
-1.2,-1.5,43,COC(=O)c1ccc(Nc2nc(C)cc(C)n2)cc1
.,.,-27,CCN(CC)C(C(=O)NC1CCCCC1)c1ccc(C)cc1 (stereo unspecified)
1.2,2.5,19,Cc1cccc(SCc2noc(C(=O)NC(C)C)c2C(=O)O)c1
0.59,0.07,51,CC1Nc2nc(N(C)C)[nH]c(=O)c2NC1C (stereo unspecified)
0.22,0.12,-6,O=C(O)c1cccc(CSc2nnc(-c3ccco3)o2)c1
-1.3,-0.74,.,Cc1nnc(NC(=O)c2sc3ccccc3c2Cl)s1
.,.,17,COc1ccccc1C(=O)NCC(=O)N/N=C/c1cccc(Cl)c1

Additional entries.
SDO1 yeast rescue,SDO1 yeast rescue Rescue 24 h,Insulin prom inh,Structure
-0.39,-1.2,14,COC(=O)Nc1c(C)n(C)n(-c2ccccc2)c1=O
1.3,1.6,0,CN1CCN(C(=O)c2ccc(-n3cccc3)cc2)CC1
.,.,?,CCc1ccc(NC(=O)C(C)OC(=O)c2cc(=O)[nH]c3ccc(S(=O)(=O)Nc4ccc(F)cc4)cc23)cc1 (stereo unspecified)
-1.4,-0.64,8,N/C(=N\c1nc2ccccc2o1)NC(=O)c1ccccc1F
0.86,0.16,0,Cc1onc(-c2ccccc2Cl)c1C(N)=O
0.26,0.1,.,CC1(C)CC(=O)C=C(Nc2ccc(OCC(F)(F)C(F)F)cc2)C1
-0.04,0.2,35,CCC1CCCCN1C(=O)COC(=O)c1cc2ccccc2cc1O (stereo unspecified)
0.74,0.02,6,Cn1ncc([N+](=O)[O-])c1C(=O)Nc1nc2ccccc2n1CCN1CCCCC1
-0.08,-0.2,3,Cc1ccc(-n2nc(C)cc2NC(=O)c2ccc(C)s2)cc1
-0.43,0.26,.,CC(C)Cn1c(C(C)NC(=O)Cc2ccccc2)nc2ccccc21 (stereo unspecified)
-0.29,-0.64,27,NC1=NS(=O)(=O)NC1c1ccc(Cl)cc1 (stereo unspecified)
2.3,3.5,-27,CCOc1cc2[nH]c(=S)n(CCN3CCCCC3C)c(=O)c2cc1OCC (stereo unspecified)
.,.,-33,CCOc1ccccc1C(=O)N[C@H](C(=O)NCc1ccccc1)C(C)C
0.24,0.45,8,CCOC(=O)C1=C(O)C(=O)NC(c2ccccc2)=C(OCC)C1
.,.,-35,CC(=O)Nc1ccc(NC(=O)c2nc(-c3ccccc3)oc2C)cc1
0.58&-1.6,0.43&-1.1,.,COc1ccc(CCNC(=O)COc2ccc(S(=O)(=O)NC3CCCCC3)cc2Cl)cc1
-1.1,-0.47,17,Cn1c(C(=O)NCc2ccccc2)cc2oc3ccccc3c21
-0.81,-1.9,.,COC(=O)C1=C(C)N=C2SCCC(=O)N2C1c1cc(Br)ccc1OC (stereo unspecified)
-0.48,-0.33,.,Cc1ccc(-c2noc(CCC(=O)Nc3ccccc3C)n2)cc1
-0.35,-0.46,19,CCN(CC)S(=O)(=O)c1ccc(N2CCN(S(=O)(=O)c3ccccc3C#N)CC2)nc1
0.26,-0.39,-54,CCC(=O)N1CCc2cc(S(=O)(=O)NC(Cc3ccccc3)C(=O)NC3CCCCC3C)ccc21 (stereo unspecified)
0.92,0.81,.,Cc1cc(C)n(S(=O)(=O)Cc2ccccc2)n1
.,.,0,CCOC(=O)N1CCN(C(=O)c2ccc(CSc3ccc(Cl)cc3)cc2)CC1
-0.12,-0.78,-67,CN(C)CCOCCSc1ccc(Cl)cc1
0.29,1.4,8,O=C(NC(=S)NC(=O)c1ccccc1F)c1ccccc1F
0.17,0.68,-22,Cc1ccc(CSCC(=O)N2CCN(c3ccccc3)CC2)cc1
.,.,-70,Cc1ccc(C)c(NC(=O)CC(NCCCN2CCOCC2)C(=O)O)c1 (stereo unspecified)
0.1,-0.88,-17,COCCCn1c(SCC(=O)NC2CCCC2)nnc1-c1ccco1
1.4,1.5,57,O=C(c1cccc(-n2cnnn2)c1)N1CC=C(c2ccccc2)CC1
-0.29,-1,10,COC(=O)c1ccccc1Nc1ccccc1

One compound at a time, from the list above.
Profile of Cn1ncc([N+](=O)[O-])c1C(=O)Nc1nc2ccccc2n1CCN1CCCCC1 : SDO1 yeast rescue: 0.74; SDO1 yeast rescue Rescue 24 h: 0.02; Insulin prom inh: 6
Profile of COC(=O)Nc1c(C)n(C)n(-c2ccccc2)c1=O : SDO1 yeast rescue: -0.39; SDO1 yeast rescue Rescue 24 h: -1.2; Insulin prom inh: 14
Profile of CCOc1ccccc1C(=O)N[C@H](C(=O)NCc1ccccc1)C(C)C : SDO1 yeast rescue: .; SDO1 yeast rescue Rescue 24 h: .; Insulin prom inh: -33

Continued:
SDO1 yeast rescue,SDO1 yeast rescue Rescue 24 h,Insulin prom inh,Structure
-0.59,-0.53,.,CCc1nnc(NS(=O)(=O)c2ccc(NS(=O)(=O)c3ccc(NC(C)=O)cc3)cc2)s1
0.71,0.75,3,Cc1ccc(C(=O)OCC(=O)Nc2ccccc2)cc1NC(=O)c1ccco1
-0.66,-0.42,.,CC(=O)Nc1ccc(-c2cc(NC(C)=O)n(-c3ccccc3)n2)cc1
0.31,0.26,66,COc1ccc(C2N=C(N)N=C(N)N2c2ccccc2OC)cc1OC (stereo unspecified)
-0.79,-0.62,47,COc1ccc(/C=N/NS(=O)(=O)c2ccccc2)cc1OS(=O)(=O)c1ccccc1
.,.,-25,COc1ccc(C2Nc3ccccc3C(=O)N2NC(=O)c2ccccc2)cc1OC (stereo unspecified)
0.73,-0.08,.,C=CCn1c(SCC(=O)N2CCOCC2)nc(O)c(Cc2ccccc2)c1=O
0.2,-0.26,.,O=C(CNC(=O)c1ccccc1F)OCC(=O)N1CCCc2ccccc21
-0.46,-0.79,.,O=C(Cc1nc2ccccc2[nH]1)N/N=C/c1ccccc1
-1.2,-1.3,-39,O=C1N/C(=N/c2ccccn2)SC1Cc1ccccc1 (stereo unspecified)
0.18,1.5,0,Cc1nn(Cc2ccc(F)cc2)c2sc(C(=O)Nc3ccccc3N3CCOCC3)cc12
-0.12,-0.28,6,CN(C)CCN1C(=O)c2oc3ccccc3c(=O)c2C1c1ccc(F)cc1 (stereo unspecified)
-1.8,-1.1,.,Cc1ccc(C)c(-c2cc(C(=O)Nc3sc(C)c(C)c3C(N)=O)c3ccccc3n2)c1
-1.9,-1,.,Cc1ccc(S(=O)(=O)c2nc(Nc3nccs3)sc2Cl)cc1
0.56,0.17,.,CCOc1ccc(-c2[nH]ncc2-c2csc(C)n2)c(O)c1
0.12,-0.57,-127,COC(=O)CSc1nnc(CCc2nc3ccccc3[nH]2)n1C
1.3,0.97,0,Cc1ccc(S(=O)(=O)N2CCN(CC(=O)N/N=C\c3cccnc3)CC2)cc1
-0.68,-1.3,-100,O=C(COC(=O)c1ccc2c(c1)OCCO2)NCc1ccccc1
-1.2,-1.4,-7,CC(C)=NOc1cc(NC(=O)CCl)cc([N+](=O)[O-])c1
0.06,0.34,-33,CCOC(=O)/C(C(=O)Nc1ccc(Cl)cc1Cl)=C1/NC(C)(C)Cc2ccccc21
-0.01,-0.35,25,O=C1CCC(C(=O)OCc2c(Cl)cccc2Cl)N1 (stereo unspecified)
.,.,0,CC1(C)CC2CC(C)(CN2C(=S)Nc2ccccc2)C1 (stereo unspecified)
0.61,0.23,-86,CC1CCCCC1N1CCN(C(=O)c2cccc(F)c2)CC1 (stereo unspecified)
-0.24,-0.14,11,COc1ccc(-c2cc(C(=O)NCCN3CCOCC3)c3ccccc3n2)c(OC)c1
-1,-0.5,-12,CCCC(=O)N(CCN(C(=O)CCC)c1ccccc1)c1ccccc1
.,.,36,COc1cc(C2c3c([nH]c(=O)[nH]c3=O)Nc3ccc4ccccc4c32)ccc1O (stereo unspecified)
.,.,7,CCc1cc(C(=O)O)c(NC(=O)c2cc(OC)c(OC)c(OC)c2)s1
1.8,3,19,CC1C(c2ccccc2)C(C#N)(C#N)C2(C#N)C(=O)NC1(N)C2C (stereo unspecified)
0.33,-0.73,-38,Cc1ccc(-n2c(C)cc(/C=N/NC(=O)CC3(C)OCCO3)c2C)cc1
1.3,1.5,58,Cn1c(NC(=O)c2ccco2)c(-c2ccccc2Cl)c(=O)c2ccccc21

In another format: results already given.
Cc1nn(Cc2ccc(F)cc2)c2sc(C(=O)Nc3ccccc3N3CCOCC3)cc12
- SDO1 yeast rescue: 0.18
- SDO1 yeast rescue Rescue 24 h: 1.5
- Insulin prom inh: 0

CN(C)CCN1C(=O)c2oc3ccccc3c(=O)c2C1c1ccc(F)cc1 (stereo unspecified)
- SDO1 yeast rescue: -0.12
- SDO1 yeast rescue Rescue 24 h: -0.28
- Insulin prom inh: 6

CC1(C)CC2CC(C)(CN2C(=S)Nc2ccccc2)C1 (stereo unspecified)
- SDO1 yeast rescue: .
- SDO1 yeast rescue Rescue 24 h: .
- Insulin prom inh: 0

CC1CCCCC1N1CCN(C(=O)c2cccc(F)c2)CC1 (stereo unspecified)
- SDO1 yeast rescue: 0.61
- SDO1 yeast rescue Rescue 24 h: 0.23
- Insulin prom inh: -86

The list continues:
SDO1 yeast rescue,SDO1 yeast rescue Rescue 24 h,Insulin prom inh,Structure
1.4,0.81,.,COC(=O)COC(=O)CC(CC(N)=O)c1ccccc1 (stereo unspecified)
0.55,0.47,-11,CCC(c1nnc(SCC(=O)Nc2cc(Cl)ccc2C#N)n1C1CCCCC1)N(C)C (stereo unspecified)
-0.7,-0.97,.,CCCc1cc(-c2[nH]ncc2-c2ccc(C(=O)OCC)o2)c(O)cc1O
-0.44,0.17,36,CCOC(=O)c1[nH]c(C)c(C(=O)Nc2ccc(C)c(Cl)c2)c1C
-0.89,-1,.,COC(=O)c1sccc1NC(=O)COc1ccccc1Cl
0.36,0.06,13,Cc1noc(C)c1C(=O)NCCC1=CCCCC1
0,0.82,30,CC1CN(c2c3c(nc4ncnn24)CCCC3)CC(C)O1 (stereo unspecified)
0.86,1.2,3,Cc1ccc(NC(=O)CSc2nnnn2C)cc1S(=O)(=O)N(C)C
.,.,16,COc1ccc(S(=O)(=O)Nc2ccc3c(c2)n(C)c(=O)n3C)cc1
.,.,29,O=C(NC(=S)N1CCN(c2nc(-c3ccccc3)cs2)CC1)c1cncc(Br)c1
-0.82,-0.66,.,COc1ccccc1-c1nc2cc3ccccc3cc2nc1-c1ccccc1
.,.,33,CCOC(=O)/C(=N\Nc1ccc(Br)cc1)N1CCN(c2ccccc2OC)CC1
-1.1,-0.25,26,Clc1ccc(-c2nc3cnccn3c2NC2CCCC2)cc1
1.3,1.1,.,CC(=O)c1ccc(O)c(CO)c1
0.34,-0.25,11,Cc1cc(C)cc(OCC(=O)NNC(=O)c2ccoc2C)c1
-1.1,1.1,-88,Cn1cc(CNC(=O)c2cc(-c3ccccc3)nc3ccc(Br)cc23)cn1
